# Assay outcomes: PubChem, several laboratories
# EBNA-1 inhibitor: blocks EBNA-1 binding to DNA | EBNA-1 DNA binding, fluorescence polarization | 0.34% of 300,000 active | AID 1950 | inhibition, % at 14.8 µM; in the data active = inhibition above about 28%
# Efflux pump mplx: inhibitors of Candida antifungal efflux pumps expressed in yeast; S. cerevisiae Candida pump triplex, Nile Red efflux; inhibition, % at 10 µM; 0.44% of 330,000 active; AID 485275;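 active = plate passing quality check with inhibition over a set limit, or well fluorescence over plate mean plus 4 SD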;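 note: Nile Red retained in pooled yeast measured as flow cytometry median fluorescence; 0% = buffer negative control and 100% = Enniatin B positive control; higher means more Nile Red kept so more efflux inhibition; some compounds called inactive have numbers as strong as hits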
# ZTA counter: counter-screen for EBNA-1 inhibitors: inhibitors of Epstein-Barr virus ZTA; P03206; ZTA-DNA binding, fluorescence polarization; inhibition, % at 11 µM; 0.15% of 320,000 active; in the data active = inhibition above about 33%
# Target sequence (P03206 whole entry, looked up): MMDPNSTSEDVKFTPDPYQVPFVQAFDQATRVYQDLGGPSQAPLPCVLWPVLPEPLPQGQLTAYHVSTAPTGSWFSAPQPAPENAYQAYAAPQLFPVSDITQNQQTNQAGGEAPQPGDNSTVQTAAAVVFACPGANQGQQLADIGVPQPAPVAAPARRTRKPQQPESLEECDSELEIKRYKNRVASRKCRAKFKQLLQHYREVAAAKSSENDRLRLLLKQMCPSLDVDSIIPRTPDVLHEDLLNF
# GLD-1 RNA inh: GLD-1-TGE RNA interaction inhibition (C. elegans); purified GLD-1 + fluorescein TGE RNA, fluorescence polarization; inhibition, % at 5.96 µM; 0.44% of 320,000 active; AID 2280;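 active = percent inhibition above a per-plate cutoff, the plate mean of test compounds plus 3 SD, cut at about 30% in these data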;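 note: 0% = DMSO wells with GLD-1 and probe and 100% = wells lacking GLD-1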
# Target sequence (Q17339 whole entry, looked up): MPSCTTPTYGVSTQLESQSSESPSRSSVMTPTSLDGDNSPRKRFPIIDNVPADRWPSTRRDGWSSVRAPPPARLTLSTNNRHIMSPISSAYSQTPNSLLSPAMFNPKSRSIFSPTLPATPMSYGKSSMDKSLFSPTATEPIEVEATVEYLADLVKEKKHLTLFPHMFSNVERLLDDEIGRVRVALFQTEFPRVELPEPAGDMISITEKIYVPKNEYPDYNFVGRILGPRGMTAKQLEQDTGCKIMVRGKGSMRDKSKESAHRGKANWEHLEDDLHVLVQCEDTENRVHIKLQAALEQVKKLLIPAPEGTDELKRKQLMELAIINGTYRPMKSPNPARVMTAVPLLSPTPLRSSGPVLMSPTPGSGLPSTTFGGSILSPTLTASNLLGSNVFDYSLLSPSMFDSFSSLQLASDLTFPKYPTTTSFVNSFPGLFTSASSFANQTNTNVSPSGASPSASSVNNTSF
# MCL1-BIM inh: disrupts human MCL1 binding to BIM-BH3 peptide; Q07820; 0.68% of 320,000 active; GST-MCL1 / FITC-Bim-BH3 fluorescence polarization; AID 2057; inhibition, % at 10.9 µM;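 active = inhibition above the mean inhibition of all tested compounds plus 3 SD, set per campaign, cut at about 40% in these data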;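 note: 0% = DMSO wells and 100% = unlabeled Bim-BH3 peptide control; higher means more loss of mP so more displacement of Bim peptide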
# Fam108B counter: blocks mouse Fam108B hydrolase in RBBP9 counter-screen | recombinant Fam108B, FP-Rh probe fluorescence polarization | inhibition, % at 9.51 µM | 0.33% of 300,000 active | AID 1947;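 active = inhibition above the screen mean inhibition plus 3 SD, computed separately per campaign, cut at about 18% in these data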;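 note: inhibitors lower polarization as less probe binds the enzyme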
# Yeast superoxide: lowers age-related superoxide in aged yeast cells; superoxide response (% of plate mean), % at 10 µM; S. cerevisiae aged cells, superoxide DHE fluorescence; active compounds read low; AID 2690; 0.18% of 330,000 active;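 active = superoxide response under a set limit, about three screen SD below normal, cut at about 65% in these data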;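 note: yeast aged for seven days with compound at 30 °C before DHE staining; 100% = average MFI of all compound-treated wells on the plate with controls excluded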
# MEX-5 binding: C. elegans MEX-5 TCR-2 RNA binding activity | Q9XUB2 | MEX-5/FITC-TCR2 RNA binding, fluorescence polarization; active compounds read low | activity score (negative = inhibition of binding), % at 10 µM | 0.38% of 300,000 active | AID 1832;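 active = inhibition past about -25% in most replicates, and total fluorescence under double the plate's negative control median, limit read from the data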;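 note: 0% = DMSO and -100% = 5 µM competing unlabeled TCR2 RNA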
# BCLXL inh: blocks human Bcl-xL binding to Bim BH3 peptide; Q07817; GST-Bcl-xL / FITC-Bim BH3 peptide fluorescence polarization; inhibition, % at 10.9 µM; 0.7% of 320,000 active; AID 2129;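 active = inhibition above the mean of all tested compounds plus 3 SD, cutoff set per campaign, cut at about 30% in these data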;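 note: 0% = DMSO wells and 100% = unlabeled Bim-BH3 peptide competitor; inhibitors lower millipolarization by displacing the labeled peptide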
# Target sequence (Q07817 whole entry, looked up): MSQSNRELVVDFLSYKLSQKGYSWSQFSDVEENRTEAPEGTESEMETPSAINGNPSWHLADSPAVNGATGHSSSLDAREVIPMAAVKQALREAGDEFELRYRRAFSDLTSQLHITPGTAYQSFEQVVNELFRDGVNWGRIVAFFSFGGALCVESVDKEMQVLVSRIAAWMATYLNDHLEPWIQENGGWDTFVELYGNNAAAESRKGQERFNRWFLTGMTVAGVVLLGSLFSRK
# * hit, by the source's call; x = not tested or not shown. This is a random part of the collection, and some 2.3% of all compounds hit somewhere here.
SMILES,EBNA-1 inhibitor,Efflux pump mplx,ZTA counter,GLD-1 RNA inh,MCL1-BIM inh,Fam108B counter,Yeast superoxide,MEX-5 binding,BCLXL inh
Cn1c(=O)n(C)c(=O)n(CC(=O)N2CCCCC2)c1=O,16,0.0,-1,10,-3,0,88,2.7,-1
COc1ccc(-n2cnc3cc(NCc4ccccn4)ccc32)cc1,-12,0.8,-1,12,-2,-3,147,-6.2,3
Cc1ccc2cc(C#N)c(N3CCCN(C(=O)C4CCCO4)CC3)nc2c1 (stereo not drawn),1,0.0,12,8,15,-6,116,-0.4,14
CC(OC(=O)c1cnc2ccccc2n1)c1ccccc1Cl (stereo not drawn),-10,0.1,-16,15,-4,2,94,0.9,5
O=C(CN1CCN(S(=O)(=O)c2cccc(Cl)c2)CC1)NCC1(N2CCOCC2)CCCCC1,x,0.0,7,-3,-1,x,89,x,1
O=C(Nc1ccccc1C(F)(F)F)c1ccc2nccnc2c1,-9,0.0,-6,-13,-15,-7,103,-2.1,6
O=C(Cn1cnc2c(oc3ccccc32)c1=O)N1CCCC1,12,-0.1,4,-2,-6,0,86,-0.9,3
COc1cccc(N2CC(C(=O)Nc3nnc(SCC(=O)NCc4ccco4)s3)CC2=O)c1 (stereo not drawn),-5,0.1,9,1,13,0,102,2.6,6
Cc1ccc(Cl)cc1NC(=O)CCNC(=O)N1CC(=O)Nc2ccccc21,-5,0.1,-8,1,4,-1,86,-1.0,7
Cc1csc(Nc2ccccc2)[n+]1-c1ccccc1,-4,0.1,-3,-5,-3,-5,97,-0.1,0
COc1ccc(N2CCN(C(=O)CCc3nnc4ccc(N5CCOCC5)nn34)CC2)cc1,-14,0.2,10,-5,-1,-4,104,2.5,5
Cc1ccc(/C=C/C(=O)O)cc1S(=O)(=O)NC1CCS(=O)(=O)C1 (stereo not drawn),-3,-0.1,-15,-3,3,-2,81,-1.1,5
Fc1ccc(CNc2cnccn2)cc1,3,0.0,-6,11,1,-6,90,1.5,0
O=C(NCc1ccncc1)NC12CC3CC(CC(C3)C1)C2,-2,0.0,-12,-2,2,1,78,-0.4,3
CCOc1cc(N2CCOCC2)c(OCC)cc1NC(=O)CSc1ncccn1,7,-0.2,10,2,-1,-4,125,0.6,-2
Cc1cc(NC(=O)CSc2nnnn2-c2ccc(F)cc2)no1,-1,-0.1,9,2,12,-3,99,-1.6,9
Cc1nc2ccccc2c(=O)n1NC(=O)/C=C/c1ccccc1,12,-0.1,8,8,-2,1,116,0.5,7
Cc1ccc(S(=O)(=O)/C(C#N)=C/c2c(N3CC(C)OC(C)C3)nc3c(C)cccn3c2=O)cc1 (stereo not drawn),7,0.1,2,-5,-12,-4,104,-0.1,-3
NC1=NC(=O)C(Cc2ccc(Br)cc2)S1 (stereo not drawn),-2,0.1,10,8,5,2,89,0.2,11
O=C(NCCCN1CCN(c2ccccc2)CC1)Nc1ccccc1C(F)(F)F,3,0.1,11,-11,-3,1,99,-1.3,1

# A portion from further up:
SMILES,EBNA-1 inhibitor,Efflux pump mplx,ZTA counter,GLD-1 RNA inh,MCL1-BIM inh,Fam108B counter,Yeast superoxide,MEX-5 binding,BCLXL inh
COc1ccc(N2CCN(C(=O)CCc3nnc4ccc(N5CCOCC5)nn34)CC2)cc1,-14,0.2,10,-5,-1,-4,104,2.5,5
Cc1ccc(/C=C/C(=O)O)cc1S(=O)(=O)NC1CCS(=O)(=O)C1 (stereo not drawn),-3,-0.1,-15,-3,3,-2,81,-1.1,5
Fc1ccc(CNc2cnccn2)cc1,3,0.0,-6,11,1,-6,90,1.5,0
O=C(NCc1ccncc1)NC12CC3CC(CC(C3)C1)C2,-2,0.0,-12,-2,2,1,78,-0.4,3
CCOc1cc(N2CCOCC2)c(OCC)cc1NC(=O)CSc1ncccn1,7,-0.2,10,2,-1,-4,125,0.6,-2
Cc1cc(NC(=O)CSc2nnnn2-c2ccc(F)cc2)no1,-1,-0.1,9,2,12,-3,99,-1.6,9
Cc1nc2ccccc2c(=O)n1NC(=O)/C=C/c1ccccc1,12,-0.1,8,8,-2,1,116,0.5,7
Cc1ccc(S(=O)(=O)/C(C#N)=C/c2c(N3CC(C)OC(C)C3)nc3c(C)cccn3c2=O)cc1 (stereo not drawn),7,0.1,2,-5,-12,-4,104,-0.1,-3
NC1=NC(=O)C(Cc2ccc(Br)cc2)S1 (stereo not drawn),-2,0.1,10,8,5,2,89,0.2,11
O=C(NCCCN1CCN(c2ccccc2)CC1)Nc1ccccc1C(F)(F)F,3,0.1,11,-11,-3,1,99,-1.3,1

# Next entries follow:
SMILES,EBNA-1 inhibitor,Efflux pump mplx,ZTA counter,GLD-1 RNA inh,MCL1-BIM inh,Fam108B counter,Yeast superoxide,MEX-5 binding,BCLXL inh
CC(=O)c1cccc(NC(=O)c2ccc(C)o2)c1,1,-0.1,-4,3,-5,2,133,-2.1,2
CCc1cc2c(=O)c(-c3nc(C)cs3)coc2cc1OC(C)C(=O)NCCO (stereo not drawn),9,0.0,6,3,0,3,103,x,6
Cc1ccc(NC(=O)C2C3C=CC(O3)C2C(=O)O)cc1C (stereo not drawn),-5,0.3,-25,2,3,-6,103,1.2,3
CC(=O)c1ccc(NC(=O)CSc2nc(=O)cc(N)n2-c2ccccc2)cc1,2,0.0,18,8,1,0,93,0.8,1
N#CCCN(C(=O)CSc1nnc(-c2ccncc2)n1C1CC1)c1ccccc1,x,-0.2,4,-1,7,x,79,x,5
CS(=O)(=O)N(CC(=O)Nc1ccccc1C(=O)N1CCCC1)c1ccccc1Br,9,-3.7,4,-4,3,1,95,0.5,4
Cc1cc(NC(=O)c2ccccc2O)nc(C)n1,-7,0.0,5,4,1,2,100,0.7,2
CC(C)NC(=O)CN1C(=O)c2cccc3cccc1c23,-3,-0.1,4,2,16,2,109,-2.5,6
CCC(C)N1C(=O)C2C(C(=O)Nc3cccc(OC)c3)C3C=CC2(O3)C1C(=O)NC1CCCCC1C (stereo not drawn),2,0.1,4,-1,-4,-3,80,x,4
Cc1cc(=O)oc2c1c(C(F)(F)F)nn2-c1ccccc1,-4,0.1,-7,-2,-10,6,124,x,-1
CN(C(=O)COC(=O)c1ccccc1SCC(=O)NC1CCCCCCC1)C1CCS(=O)(=O)C1 (stereo not drawn),9,0.0,13,8,4,2,95,-1.5,4
CC(=O)N1CCCc2cc(S(=O)(=O)NC(C(=O)NC(C)c3ccccc3)C(C)C)ccc21 (stereo not drawn),2,0.1,-3,7,-1,0,96,2.3,-2
COc1ccccc1NC(=O)CSc1nc2n[nH]c(C)c2c(=N)n1-c1ccccc1Cl,11,0.3,1,6,-1,-29,104,0.4,9
CCCN1CNc2c(c(=O)[nH]c(=S)n2-c2ccc(Cl)cc2)C1,0,0.2,20,-7,4,4,88,x,3
CC1(C)[C@H]2CC[C@]1(C)[C@@H](OC(=O)C[N+]1(C)CCOCC1)C2,2,0.1,4,-4,-3,0,98,2.4,1
NNC(=O)Cn1c(-c2ccccc2)cc(=O)n2ncnc12,-10,-0.1,-2,3,-1,1,104,-1.6,1
O=C(Oc1ccc(-c2nc(-c3ccccn3)no2)cc1)c1ccccc1,7,0.0,-7,2,2,-3,107,-0.3,5
c1ccc2[nH]c(Cn3nnc4ccccc43)nc2c1,12,0.0,-18,8,4,-1,89,-1.7,6
CC(C)CN(C(=O)COC(=O)c1ccccc1SCC(=O)NC1CCCCCC1)C1CCS(=O)(=O)C1 (stereo not drawn),0,0.0,-18,-2,-3,-1,104,2.1,0
O=C(O)c1ccc(NC(=S)NC(=O)c2cccnc2)cc1,-5,0.2,3,3,11,1,94,0.8,1
COc1ccc(C(CNC(=O)Cc2cccs2)N(C)C)cc1 (stereo not drawn),7,0.0,5,7,-6,2,104,1.8,-2
Nc1nc(-c2cccs2)c(NC(=O)c2ccccc2)s1,12,0.0,9,2,4,0,101,-2.4,6
O=C(/C=C/c1ccco1)NC(=S)Nc1ccc(O)c(-c2nc3ccccc3s2)c1,10,-0.2,4,5,15,-7,91,-1.6,6
COc1ccccc1N1CCN(C(=O)Cc2ccc(Cl)cc2)CC1,8,0.0,-2,-1,4,-5,94,-1.3,6
CNC(=O)c1sccc1SCc1ccc(Cl)cc1Cl,5,0.1,5,2,6,1,103,-0.5,4
O=C(CSc1nc2ccccc2c(=O)n1CCCN1CCOCC1)N1CCN(c2ccccc2)CC1,5,0.0,-2,-6,-11,-4,87,1.5,2
CNC(C)C(=O)NC(C(=O)N1CCCC1C(=O)NC1CCCc2ccccc21)C(C)C (stereo not drawn),x,-0.2,-10,-4,-2,x,111,x,3
CCOCCCN(C(=O)Cn1nnc(-c2ccc(C)o2)n1)C(C(=O)NC1CCCC1)c1ccco1 (stereo not drawn),-10,-0.1,-5,-1,9,-2,111,2.4,7
Cc1ccc(C(=O)COC(=O)C2CC3CCCC(C2)C3=O)cc1[N+](=O)[O-] (stereo not drawn),3,0.2,7,-2,-2,2,110,4.3,-11
CCCN1CCC(=O)N(CCSc2ccccc2)CC1,13,0.2,-2,5,-3,4,103,-1.3,-1
CC(=O)NCc1ccc(-c2nc3ccccc3s2)cc1,0,-0.1,10,5,4,-2,99,-0.4,1
O=C(CCc1ccccc1)NNC(=O)COc1ccccc1,-3,0.4,12,-2,-6,-2,108,0.7,-2
Cc1occc1C(=O)NCc1ccc(C(=O)O)o1,6,-0.1,-2,12,11,4,93,-3.6,11
O=C1CC(C(=O)Nc2cccc(F)c2)n2ncnc2N1 (stereo not drawn),-8,0.0,-9,5,0,-3,81,3.1,0
COc1ccc(N2CC(C(=O)N[C@H](C(=O)NC(C)c3ccccc3)C(C)C)CC2=O)cc1 (stereo partly drawn),2,-0.2,10,-6,10,-2,94,2.2,4
COCCCn1c2nc3ccccc3nc2c2c(=O)n(Cc3ccccc3Cl)cnc21,-8,0.0,1,7,0,6,101,0.8,6
CCO[C@@H]1OC(C(=O)NCc2ccccc2)=C[C@H](c2ccccc2)[C@H]1CCCO,6,-0.1,-9,1,-2,5,96,-0.4,0
Cc1cccc(NC(=O)Cn2c(=O)oc3ccccc32)c1,-1,-0.1,7,5,6,-1,100,-0.1,4
COC(=O)c1ccc([C@H]2C=C(C(=O)O)O[C@@H](OCc3ccc(CO)cc3)C2)cc1,3,0.0,4,-2,-1,2,102,-3.2,7
COc1ccc2nc(SCC(=O)NC3(C#N)CCCCC3)[nH]c2c1,-2,0.0,10,13,1,3,102,0.7,-5
O=C(NCCc1ccccc1)C1CCCN(C(=O)NC2CCCCC2)C1 (stereo not drawn),4,0.2,12,-1,5,5,112,-1.7,3
COc1cc(C(=O)Nc2ccc3c(c2)N(C(=O)CCN(C)C)c2ccccc2CC3)cc(OC)c1OC,14,0.1,2,-2,0,4,94,2.2,1
O=C(Cn1c(=O)oc2ccccc21)N1CCCCC1,-6,0.1,-3,0,2,1,92,1.7,9

# Entries of single compounds from above:
# Cc1occc1C(=O)NCc1ccc(C(=O)O)o1 in the list: EBNA-1 inhibitor: 6; Efflux pump mplx: -0.1; ZTA counter: -2; GLD-1 RNA inh: 12; MCL1-BIM inh: 11; Fam108B counter: 4; Yeast superoxide: 93; MEX-5 binding: -3.6; BCLXL inh: 11
# CC(=O)NCc1ccc(-c2nc3ccccc3s2)cc1 in the list: EBNA-1 inhibitor: 0; Efflux pump mplx: -0.1; ZTA counter: 10; GLD-1 RNA inh: 5; MCL1-BIM inh: 4; Fam108B counter: -2; Yeast superoxide: 99; MEX-5 binding: -0.4; BCLXL inh: 1
